PMI act satM6P = human PMI activators, high substrate, primary screen, biochemical, fluorescence intensity, near-saturating mannose 6-phosphate; Mannose-6-phosphate isomerase (Homo sapiens), P34949; coupled PMI enzyme assay, resazurin fluorescence, 20 min; stronger effect = higher value; 1 = untreated enzyme, 0 = substrate-free blank; activation factor at 20 µM; 190,000 tested, 0.34% active;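 active means activation factor of 2 or more at 20 µM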
Target sequence (P34949 whole entry, looked up): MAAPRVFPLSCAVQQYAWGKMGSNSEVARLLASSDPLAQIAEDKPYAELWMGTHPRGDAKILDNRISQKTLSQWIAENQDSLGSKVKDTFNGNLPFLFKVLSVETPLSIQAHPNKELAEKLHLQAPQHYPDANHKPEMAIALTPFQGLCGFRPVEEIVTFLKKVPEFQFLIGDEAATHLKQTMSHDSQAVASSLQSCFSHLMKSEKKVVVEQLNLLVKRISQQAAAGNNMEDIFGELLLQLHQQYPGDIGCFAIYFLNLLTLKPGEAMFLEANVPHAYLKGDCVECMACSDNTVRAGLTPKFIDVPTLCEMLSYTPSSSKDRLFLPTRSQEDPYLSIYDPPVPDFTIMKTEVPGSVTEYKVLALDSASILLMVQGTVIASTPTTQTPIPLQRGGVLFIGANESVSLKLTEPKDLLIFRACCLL
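test system = human PMI in coupled enzyme assay | medium = HEPES-buffered pH 7.4 with magnesium and detergent | also added = 1.0 mM mannose-6-phosphate substrate with 0.22 mM NADP+ | compound = 20 µM single dose | times = 20 min incubation at room temperature | measured by = resorufin fluorescence (Ex 544/Em 590 nm) from resazurin via diaphorase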
TNAP inh hi DEA = human TNAP enzyme inhibitors, primary screen, biochemical, luminescent, high phosphate acceptor level, uHTS. Alkaline phosphatase, tissue-nonspecific isozyme (Homo sapiens), P05186. inhibition, % at 20 µM. 200,000 tested, 0.03% active. AID 1135, 2008. purified TNAP, CDP-star luminescence, 1 M DEA;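 active means over 50% inhibition of tissue-nonspecific alkaline phosphatase at 20 µM in the single-dose screen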;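 further: plate controls were DMSO wells for no effect and EDTA-quenched wells as full inhibition for full effect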
Target sequence (P05186 whole entry, looked up): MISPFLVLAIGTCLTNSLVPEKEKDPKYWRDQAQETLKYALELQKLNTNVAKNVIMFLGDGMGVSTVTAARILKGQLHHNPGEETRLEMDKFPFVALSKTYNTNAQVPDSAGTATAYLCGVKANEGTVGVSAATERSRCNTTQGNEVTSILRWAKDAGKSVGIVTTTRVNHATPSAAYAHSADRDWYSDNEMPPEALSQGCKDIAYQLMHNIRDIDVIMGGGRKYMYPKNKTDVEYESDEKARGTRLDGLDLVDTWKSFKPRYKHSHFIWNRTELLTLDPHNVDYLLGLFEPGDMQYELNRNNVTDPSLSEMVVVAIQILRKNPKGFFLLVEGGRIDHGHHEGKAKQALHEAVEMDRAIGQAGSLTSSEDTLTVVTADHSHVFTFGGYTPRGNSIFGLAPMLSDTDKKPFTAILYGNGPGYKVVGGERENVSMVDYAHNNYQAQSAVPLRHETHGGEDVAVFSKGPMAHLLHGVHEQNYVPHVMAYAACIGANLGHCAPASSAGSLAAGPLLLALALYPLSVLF
bIAP inhibitor = bovine intestinal alkaline phosphatase inhibitors, primary screen, selectivity assay for TNAP inhibitor project, biochemical, bovine IAP, CDP-star luminescence; purified bovine IAP, 30 min; inhibition, % at 20 µM; AID 1019, 2008; alkaline phosphatase, intestinal [Bos taurus]; 190,000 tested, under 10 active;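 active means over 50% inhibition of intestinal alkaline phosphatase at 20 µM in the single-dose screen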
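test system = bovine IAP enzyme | medium = DEA buffer 100 mM, pH 9.8, with MgCl2 1.0 mM, ZnCl2 0.02 mM | detection = luminescence | dosing = single compound dose of 20 µM, 2% DMSO final | incubation = 30 min reaction at room temperature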
Diaphorase act = compounds boosting diaphorase resazurin reduction – biochemical, uHTS, resorufin fluorescence, counter-screen for diaphorase-coupled primary assays, primary screen | AID 1229, 2008 | Diaphorase/resazurin coupled assay, 16 min; stronger effect = higher value; 1 = vehicle wells, 0 = NADH-free wells | 190,000 tested, 0.005% active | activation factor at 20 µM;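 active means diaphorase activity raised at least twofold by the compound at 20 µM; inactive means activation factor below 2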
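System – purified diaphorase enzyme from Clostridium kluyveri · Input – enzyme 0.07 U/mL final · Also added – final NADH 0.114 mM, resazurin 0.1 mM · Measured by – fluorescence of resorufin, 544 nm excitation, 590 nm emission · Timing – 16 min enzyme reaction, ambient temperature · Measure – resorufin increase flagging diaphorase activators or reducers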
Diaphorase inh = diaphorase inhibitors and chemical oxidizers, primary screen, counter-screen for diaphorase-coupled primary assays, biochemical, uHTS, resorufin fluorescence. 190,000 tested, 0.69% active. inhibition, % at 20 µM. diaphorase resazurin-to-resorufin fluorescence, NADH, 16 min; bacterial (C. kluyveri) enzyme, not human;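 active means primary screen inhibition at 20 µM above a set limit, cut at about 50% in these data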;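 further: plate controls were DMSO with full reaction for no effect and wells lacking NADH for full effect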
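material = Clostridium kluyveri diaphorase enzyme | amount = 0.14 U/mL diaphorase, enzyme working solution | schedule = incubation 16 min, room temperature | detection = fluorescence of resorufin formed from resazurin, Ex 544/Em 590 nm | benchmarks = positive control minus NADH, DMSO neutral control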
bIAP activator = bovine intestinal alkaline phosphatase activators, primary screen, biochemical, bovine IAP, CDP-star luminescence. alkaline phosphatase, intestinal [Bos taurus]. purified bovine IAP, 30 min; stronger effect = higher value; fold of DMSO-control signal, blank-subtracted. 200,000 tested, 0.17% active. AID 1016, 2008. activation factor at 20 µM;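 active means activation factor of 2 or more at 20 µM, a signal rise over negative controls twice the positive control's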
PMI activator = activators of human PMI, primary screen, biochemical, fluorescence intensity, near-Km mannose 6-phosphate; activation factor at 20 µM; Mannose-6-phosphate isomerase (Homo sapiens), P34949; 190,000 tested, 0.005% active; purified human PMI, coupled resazurin fluorescence, 20 min; stronger effect = higher value; 1 = vehicle control, 0 substrate-free wells; AID 1214, 2008;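 active means activation factor of 2 or more at 20 µM, relative to plate controls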
TNAP act hiacc = TNAP activators at high phosphate acceptor level, primary screen, biochemical, luminescence, uHTS; activation factor at 20 µM; purified TNAP, CDP-star luminescence, 1 M DEA, 30 min; stronger effect = higher value; 0 = EDTA background, 1 = DMSO-only activity; 200,000 tested, under 10 active; Alkaline phosphatase, tissue-nonspecific isozyme (Homo sapiens), P05186;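 active means activation factor at least 2 at 20 µM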
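Test system – human TNAP · Doses – 20 µM single point · Incubation – 30 min, room temperature · Signal – luminescent substrate turnover signal · Read-out basis – activation factor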
Lmaj promast = Leishmania major promastigote growth inhibition, primary screen; inhibition, % at 10 µM; Leishmania major promastigotes, resazurin fluorescence viability; 200,000 tested, 9% active; in the data active means inhibition above about 50%;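 further: promastigotes grown with compound for 44 hours at 28 °C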
TNAP inh no acc = human TNAP enzyme inhibitors, primary screen, biochemical, luminescent, no phosphate acceptor, uHTS. Alkaline phosphatase, tissue-nonspecific isozyme (Homo sapiens), P05186. purified TNAP, CDP-star luminescence, 30 min. inhibition, % at 20 µM. 200,000 tested, 0.26% active;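 active means tissue-nonspecific alkaline phosphatase inhibition above about 50% at 20 µM in the single-dose screen, limit read from the data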;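 further: 0% = DMSO negative control and 100% = EDTA positive control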
An asterisk follows results filed as active.

SMILES	PMI activator	PMI act satM6P	Diaphorase inh	Lmaj promast	TNAP inh no acc	bIAP inhibitor	bIAP activator	TNAP act hiacc	TNAP inh hi DEA	Diaphorase act
COc1cc(NC(=O)c2cc(-c3ccco3)on2)c(OC)cc1Cl	0.9	0.9	14.4	-2.4	-7.9	-0.5	1	1	-2.6	0.9
Cn1c(=O)c(C(=O)COC(=O)c2cc(-c3ccccc3)nc3ccccc23)c(N)n(Cc2ccccc2)c1=O	1.1	1.1	10.0	100.1*	-2.9	9.8	0.9	1	1.5	0.9
Cc1ccc(S(=O)(=O)Nc2ccccc2C(=O)OC(C)C(=O)Nc2ccc3ccccc3c2)cc1[N+](=O)[O-] (configuration not stated)	1.1	1	12.0	8.5	5.1	-4.3	1	1.1	-7.4	0.9
COc1ccccc1NC(=O)C(CCS(C)(=O)=O)N1C(=O)c2ccccc2C1=O (configuration not stated)	0.9	0.9	13.9	-6.8	-10.3	5.7	0.9	1.1	-5.4	0.9
Cc1cc(C)cc(NC(=S)NCc2ccc(F)cc2)c1	0.9	0.9	20.6	16.7	-28.7	16.9	0.8	1	-4.9	0.8
Cc1c(CN2CCC(C)CC2)c(=O)n(-c2ccccc2)n1C	0.9	1	11.5	-5.5	-5.5	1.8	1	1	-2.3	0.9
CC(C(=O)Nc1ccccc1F)N1C(=O)c2ccccc2C1=O (configuration not stated)	0.9	0.9	15.5	-2.4	-12.2	6.6	0.9	1	-3.6	0.8
Cc1ccc(-c2csc(=S)n2CC(=O)OCC(=O)NC(C)C(C)C)cc1 (configuration not stated)	0.9	0.9	19.3	63.6*	-10.9	1.0	1	1.1	-6.8	0.8
CCCS(=O)(=O)N1CCCC(C(=O)NCCCN2CCN(c3ccccc3F)CC2)C1 (configuration not stated)	1	1	8.4	-1.6	-10.2	5.5	0.9	1.1	-5.3	0.9
COc1ccc(C(=O)NNC(=O)c2ccccn2)cc1	0.9	0.9	16.5	26.5	-9.0	-2.4	1	1.1	-7.3	0.8
Cc1cc(C)c2c(c1)/C(=N/NC(=S)Nc1ccc(F)cc1)CCC2	1.1	1.1	-4.7	1.2	-1.7	3.4	1	1	4.4	1
CCc1ccc(OCc2ccc(C(=O)NCc3ccccn3)o2)cc1	0.8	0.8	22.3	21.9	-10.3	-16.2	1.2	1	-2.2	0.8
COc1ccc(Cc2nnc(N=Nc3c(O)[nH]c4ccc(Br)cc34)[nH]c2=O)cc1	0.8	0.7	30.5	1.4	52.8*	-32.6	1.3	0.6	40.7	0.7
Nc1c(-c2ccccc2)n[nH]c1-c1ccccc1	1	1.1	-2.6	-1.1	89.2*	22.8	0.8	1	-2.1	1
Cc1nnc2sc(SCC(=O)Nc3ccc(Cl)cc3)nn2c1=O	0.9	0.9	0.9	7.8	-9.9	8.9	0.9	1	0.1	1
CCN1CCN(CCCNC(=O)c2csc3c2CCCCC3)CC1	1	0.9	14.8	99.5*	-10.5	1.0	1	1	-4.9	0.9
COc1ccc(O[C@@H]2O[C@H](COC(C)=O)[C@@H](OC(C)=O)[C@H](OC(C)=O)[C@H]2NC(C)=O)cc1	1	1.1	4.6	-3.3	-10.5	16.3	0.8	1.1	-6.1	1
c1ccc(-c2csc(=Nc3cccnc3)n2CC2CCCO2)cc1 (configuration not stated)	1	1	13.6	6.4	-1.0	-42.2	1.4	1	1.4	0.9
CCOC(=O)c1cc(OC(=O)c2ccccc2Br)n(-c2ccccc2)n1	1	1.1	9.8	12.2	-9.2	10.7	0.9	1	-0.9	0.9
COCCN1CCN(c2c3c(nc4cc(-c5cccc(F)c5)nn24)CCC3)CC1	1	1	7.4	18.9	-6.1	5.0	0.9	1	0.0	0.9
COc1cccc(C(=O)Cn2c(Br)nc3c2c(=O)n(C)c(=O)n3C)c1	0.9	0.9	15.6	1.6	-10.7	-4.5	1	1.1	-5.1	0.8
CS(=O)(=O)N1CCC(C(=O)Nc2ccc(Oc3ccccc3)cc2)CC1	0.8	0.9	19.2	-3.6	-12.9	4.2	1	1	-1.5	0.8
CCc1nnc(NC(=O)c2cccc(OC)c2)s1	0.8	0.8	9.3	2.6	-6.7	-5.5	1.1	1	0.4	0.9
O=C(NCCN1CCOCC1)Nc1ccc(F)cc1	1	1	5.6	8.6	-5.7	3.9	1	1	-1.8	0.9
Cc1occc1C(=O)Nc1nccs1	1	1.1	14.4	5.6	-6.0	8.6	0.9	1	-1.7	0.9

One compound at a time, as listed above. Order of screens: PMI activator, PMI act satM6P, Diaphorase inh, Lmaj promast, TNAP inh no acc, bIAP inhibitor, bIAP activator, TNAP act hiacc, TNAP inh hi DEA, Diaphorase act
`CCOC(=O)c1cc(OC(=O)c2ccccc2Br)n(-c2ccccc2)n1` in the list: 1, 1.1, 9.8, 12.2, -9.2, 10.7, 0.9, 1, -0.9, 0.9
`Cn1c(=O)c(C(=O)COC(=O)c2cc(-c3ccccc3)nc3ccccc23)c(N)n(Cc2ccccc2)c1=O` in the list: 1.1, 1.1, 10.0, 100.1*, -2.9, 9.8, 0.9, 1, 1.5, 0.9
`COc1cc(NC(=O)c2cc(-c3ccco3)on2)c(OC)cc1Cl` in the list: 0.9, 0.9, 14.4, -2.4, -7.9, -0.5, 1, 1, -2.6, 0.9

Further results follow.
SMILES	PMI activator	PMI act satM6P	Diaphorase inh	Lmaj promast	TNAP inh no acc	bIAP inhibitor	bIAP activator	TNAP act hiacc	TNAP inh hi DEA	Diaphorase act
COc1cnc(-c2ccccn2)nc1Oc1cccc(Cl)c1	1	1	-1.5	100.3*	-5.5	6.1	0.9	1	-2.6	1
CCC(c1nnnn1Cc1ccc2c(c1)OCO2)N1CCN(CC)CC1 (configuration not stated)	0.9	0.9	16.8	-1.8	-5.8	4.7	1	1	-3.6	0.8
CCN(CC)C(=S)Nc1ccc([N+](=O)[O-])cc1	1	1	0.8	59.2*	-7.3	4.6	1	1	4.7	1
COc1ccc2cc3cc(C(=O)Nc4ccccc4N4CCN(C)CC4)oc3nc2c1	1.1	1	-9.0	99.5*	2.8	1.0	1	1.1	-8.2	1.1
CC1CCC(NC(=O)CC2Oc3ccccc3NC2=O)CC1 (configuration not stated)	1.1	0.9	5.3	-7.6	-12.2	6.0	0.9	1	-2.5	0.9
O=C(NCCCO)NC12CC3CC(CC(C3)C1)C2	1.1	1.1	-9.1	-1.3	-15.6	10.3	0.9	1	-1.8	1.1
C/C(=N\OCC(=O)Nn1c(=O)[nH]c2ccccc2c1=O)c1ccccc1	1	1	0.0	34.2	1.4	17.1	0.8	1	-3.7	1
CCOCCCNC(=O)/C(C#N)=C/c1cc(OC)c(O)c([N+](=O)[O-])c1	1	0.8	1.6	0.4	20.1	11.5	0.9	0.9	13.2	1
O=C(CSc1nnc(-c2ccccn2)n1Cc1ccco1)c1ccc(Cl)cc1	1.1	1.1	3.5	4.2	-3.6	-4.1	1	1	-4.6	1
COc1cc(NC(=S)Nc2ccc(N(C)C(C)=O)cc2)cc(OC)c1	0.9	0.7	10.1	-2.5	-11.9	12.7	0.9	1.1	-5.5	0.9
N/C(Cc1ccc(Cl)cc1Cl)=N\OC(=O)c1cccs1	1	0.9	13.2	0.9	-1.4	39.1	0.6	1	-3.2	0.9
CC(C)OC(=O)CSc1nc(N)c(C#N)c(-c2ccco2)c1C#N	0.8	0.7	25.4	42.4	-6.0	0.6	1	1	-3.2	0.7
Cc1ccc(Cn2nnc3c(=O)[nH]c(C4CCN(S(=O)(=O)c5ccc(F)cc5)CC4)nc32)cc1	0.8	0.8	26.6	-7.4	-4.8	28.1	0.7	1	-2.1	0.7
O=C1CCCN1c1cc(Cl)cc(Cl)c1	1.1	1	9.0	-5.1	-7.8	-3.0	1	1	-4.4	0.9
O=C(NCc1ccco1)c1cc([N+](=O)[O-])cc([N+](=O)[O-])c1	0.9	0.9	10.4	57.9*	-15.3	4.3	1	1	0.0	0.9
CCOC(=O)N1CCC(NC(=O)CN(C)S(=O)(=O)c2cc3c(cc2Cl)NC(=O)CO3)CC1	1	1	10.1	-3.5	3.1	0.9	1	1	-3.6	0.9
O=C(Cc1ccccc1)N/N=C\c1ccc(Br)o1	0.9	1	5.2	-3.2	-8.2	-0.8	1	1	-2.1	0.9

Screens deposited in PubChem BioAssay by several laboratories.
